Source: PubChem (National Center for Advancing Translational Sciences (NCATS))
mIDH1 inhibitor – inhibitors of human mutant IDH1 R132H; AID 602179; hit rate 0.093% among 390,000; O75874; Potency, µM (doses to about 76.6 µM), without a hit: at the top dose activity change, negative = inhibition, most hits filed as inhibitors; IDH1-R132H enzyme, NADPH consumption, diaphorase/resazurin fluorescence; note: potency is the fitted concentration of half-maximal effect; % is set by controls: 0 for no effect and ±100 for the full control effect; nearly all actives have a fitted effect of over 65% in size
Target sequence (O75874 whole entry R132H, stated change not applied): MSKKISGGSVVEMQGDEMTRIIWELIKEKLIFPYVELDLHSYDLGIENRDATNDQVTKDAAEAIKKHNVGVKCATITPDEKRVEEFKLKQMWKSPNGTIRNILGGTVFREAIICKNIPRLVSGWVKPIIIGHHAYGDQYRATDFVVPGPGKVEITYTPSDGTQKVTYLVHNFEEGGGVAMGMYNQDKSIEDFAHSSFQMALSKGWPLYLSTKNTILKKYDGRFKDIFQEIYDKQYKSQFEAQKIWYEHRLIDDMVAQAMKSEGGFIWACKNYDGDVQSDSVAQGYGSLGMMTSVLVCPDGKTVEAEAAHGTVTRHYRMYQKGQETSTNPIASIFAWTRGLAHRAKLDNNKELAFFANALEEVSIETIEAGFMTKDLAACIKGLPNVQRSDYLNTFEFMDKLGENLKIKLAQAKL
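IDH1-R132H (0.5 ug/mL) preincubated 30 min with compound, then NADPH (0.016 mM) and alpha-KG (2 mM) added; 80 min at RT, pH 7.5. Remaining NADPH coupled via diaphorase/resazurin to fluorescence (540/590 nm); concentration-response curves normalized to no-enzyme control.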
TrxR1 inh – blocks rat thioredoxin reductase 1. Potency, µM (series often up to 114 µM), without a hit: at the highest dose activity change, negative = inhibition, usual class: inhibitors. recombinant rTrxR1, NADPH fluorescence consumption, selenite substrate. AID 588453. hit rate 1% among 390,000; note: potency is the fitted concentration of half-maximal effect; % is set by controls: 0 for no effect and ±100 for the full control effect; nearly all actives have a fitted effect of over 65% in size
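Rat TrxR1 (90 nM in the dispensed reagent) was pre-reduced with 400 uM NADPH for 5 min at room temperature, then incubated with compound for 15 min. After 400 uM selenite was added, NADPH fluorescence (Ex 340/Em 450 nm) was followed for 8 min.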
TRHR enhancer – allosterically enhances the human TRH receptor. P34981. TRHR cells, fluo-8 calcium fluorescence, EC20 TRH enhancement. enhancement, % at 2 µM. hit rate 0.66% among 360,000; in the data active = enhancement above about 30%; note: 0% is about no effect
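TRHR-expressing cells loaded with fluo-8 calcium dye were read kinetically (ex 480/em 530) during compound addition, then stimulated with an EC20 of TRH (10 nM final). Enhancement of the Gq-mediated intracellular calcium response was scored.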
D2 antagonist – D2 dopamine receptor (human) antagonism; P14416; HEK293 TREx D2 cells, calcium flux, dopamine EC80; inhibition, % at 10 µM; hit rate 2% among 340,000; AID 485344; in the data active = inhibition above about 30%; note: 0% is about no effect
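Cells plated overnight at 30 C with tetracycline; no-wash calcium dye, 30–90 min RT; 10 s baseline; compound pinned; 180 s read; EC80 dopamine added; another 180 s read.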
TRHR ag – activates the human TRH receptor. TRHR cells, calcium flux fluo-8, FDSS agonist mode. hit rate 0.18% among 360,000. activation, % at 2 µM; in the data active = activation above about 30%; note: 0% is about no effect
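Read-out: compound-evoked intracellular calcium rise in TRHR cells, fluo-8 dye, kinetic FDSS fluorescence at 1 s/cycle following a 10-cycle baseline. Cells cultured overnight before dye loading (30 min–1.5 h, RT).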
USP1-UAF1 inh – USP1/UAF1 (human) deubiquitinase inhibition. O94782. recombinant USP1/UAF1, Ub-Rhodamine cleavage fluorescence. Potency, µM (highest dose often 57.1 µM), for inactives: top-dose activity change, negative = inhibition, actives largely listed as inhibitors. hit rate 0.23% among 390,000. AID 743255; note: potency is the fitted concentration of half-maximal effect; % is set by controls: 0 for no effect and ±100 for the full control effect; nearly all actives have a fitted effect of over 60% in size; inactives centre near -12
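1 nM enzyme complex + cpd, 15 min RT; start with Ub-Rho 150nM final; kinetic fluorescence ex 480/em 540, 6 reads q60 s. Buffer 50mM HEPES pH 7.8, 0.5mM EDTA, 0.1 mg/ml BSA, 1mM TCEP, 0.01% Tween-20.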
PI4K2A inh – inhibitors of human PI4K2A | Q9BTU6 | purified PI4K2A, ADP-Glo luminescence, 1 h; stronger effect = lower value | activity change, negative = inhibition, % at 76.9 µM | hit rate 0.13% among 420,000 | AID 1346378; in the data active = activity change below about -50%; inconclusive = mostly about -30% to -49%;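 note: -100% = wells without enzyme as full effect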
Target sequence (Q9BTU6 whole entry, looked up): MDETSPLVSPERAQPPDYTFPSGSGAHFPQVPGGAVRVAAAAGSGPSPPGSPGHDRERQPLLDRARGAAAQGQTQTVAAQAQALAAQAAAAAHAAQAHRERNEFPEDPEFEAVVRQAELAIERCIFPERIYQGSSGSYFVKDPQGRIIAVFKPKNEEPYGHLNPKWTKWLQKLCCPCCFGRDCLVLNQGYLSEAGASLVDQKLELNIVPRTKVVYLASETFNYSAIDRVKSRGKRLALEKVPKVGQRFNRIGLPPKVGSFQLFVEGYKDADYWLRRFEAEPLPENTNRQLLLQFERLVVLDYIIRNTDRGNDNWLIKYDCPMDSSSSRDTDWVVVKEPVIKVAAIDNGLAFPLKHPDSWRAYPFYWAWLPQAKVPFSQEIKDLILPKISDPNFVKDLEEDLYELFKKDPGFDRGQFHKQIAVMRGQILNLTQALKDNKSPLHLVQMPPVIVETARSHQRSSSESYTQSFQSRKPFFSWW
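PI4K2A activity was measured by ADP-Glo luminescence: enzyme (4 ug/mL stock) and phosphatidylinositol (1.2 mM stock) in Tris pH 7.5/MgCl2/EGTA/Triton X-100 buffer were reacted with ATP (300 microM stock) for one hour at ambient temperature.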
TrxR1 substrate – is turned over as a substrate by rat TrxR1 | O89049 | purified TrxR1 substrate turnover, NADPH consumption readout | hit rate 0.01% among 390,000 | Potency, µM (highest dose often 114 µM), inactives show at the top dose activity change, negative = substrate turnover; note: potency is the fitted concentration of half-maximal effect; % is set by controls: 0 for no effect and ±100 for the full control effect; nearly all actives have a fitted effect of over 50% in size
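Rat TrxR1, dispensed at 90 nM, was prereduced with 400 uM NADPH (final) for 5 min at ~22 deg C, then incubated with compound 15 min before 400 uM selenite. A first-read NADPH fluorescence drop versus no-compound background flagged substrates.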
D2 ag – activates the human D2 dopamine receptor; activation, % at 2 µM; P14416; HEK293 T-REx D2 cells, calcium flux agonist mode; AID 485358; hit rate 0.53% among 340,000;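 active = activation over 3 SD above normal in the single-dose calcium agonist read, cut at about 30% in these data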; note: 0% is about no effect
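Calcium-flux readout, 1 cycle/sec over 180 s following compound pin transfer, in inducible HEK293 Trex D2 cells (force-coupled); dopamine controls included. Positive calcium responses during this window marked compounds as potential agonists.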
Active calls of the source: *; ? = inconclusive; nt = no result given; [ ] = remark or other dose. Unless noted, calls come from the whole dose curve; as a rule, active = well fitted inhibition curve with a large enough effect; inconclusive = small, poorly fitted or top-dose-only effect; inactive = no such curve, though single readings can be large or run the other way. Compounds were not picked by outcome; any-hit rate near 3.9%.

SMILES	mIDH1 inhibitor	TrxR1 inh	TRHR enhancer	D2 antagonist	TRHR ag	USP1-UAF1 inh	PI4K2A inh	TrxR1 substrate	D2 ag
Cc1oc2ccc(O)c(CN3CCOCC3)c2c1C(=O)c1ccc(Cl)cc1	3%	-10%	1	-3	0.0	-4%	5	-11%	-1.6
CCOc1ccc2oc(C(=O)OCC(=O)NCc3ccc(OC)cc3)c(C)c2c1	6%	5%	11	-21	0.1	-14%	-5	11%	0.2
Cc1ccc(Cn2c3ccccc3c3cnn(CC(=O)N4CCCCCC4)c(=O)c32)cc1	nt	14%	0	nt	-0.1	0%	0	6%	-0.2
Cn1c(=O)c2c(nc(N3CCCCCC3)n2CC(=O)c2ccc(Br)cc2)n(C)c1=O	-5%	3%[57.1 µM]	1	-3	-0.5	-21%	-2	-1%[57.1 µM]	-2.4
Cc1cc(C(=O)N/N=C/c2cc(Br)cc([N+](=O)[O-])c2O)c2ccccc2n1	4%	-15%	1	nt	0.7	-20%	2	-15%	nt
CC(C)=CC(=O)N1CCC(n2nccc2NC(=O)CCc2ccccc2)CC1	7%	7%	-5	3	1.1	-16%	0	5%	-0.6
Nc1nonc1-n1nnc(C(=O)N/N=C/c2ccc(Cl)cc2Cl)c1CN1CCCC1	0%	-6%	0	10	-1.6	6%	4	-5%	-2.0
COc1ccc(Cc2nnc(NC(=O)c3cccc(F)c3)s2)cc1OC	0%	25%	-10	-12	-0.9	-16%	1	2%	nt
COc1ccc(C(O)C(CN2CCOCC2)c2ccccc2)cc1 (centres undefined)	3%	11%	3	-4	-0.9	-9%	8	8%	-1.1
COc1cccc(CNC(=O)C2CCN(S(=O)(=O)c3ccc(F)cc3)CC2)c1	6%	-16%	17	-5	0.4	-15%	4	-9%	0.1
CCC(CC)C(=O)Nc1cccc(S(=O)(=O)c2cccc(NC(=O)C(CC)CC)c2)c1	-11%	9%	14	9	0.4	-14%	-1	-1%	-1.7
Cc1c(Cl)cccc1NC(=O)CN1CCC(C(O)(c2ccccc2)c2ccccc2)CC1	1%	24%	3	8	0.1	-6%	-3	-1%	-0.6
CC1=Nc2ccc(Br)cc2C(c2ccccc2)N1CC(=O)O (centres undefined)	17%	27%[57.1 µM]	15	-19	0.2	-5%	-1	-6%	0.5
O=C(Oc1ccc(/C=N/NC(=O)c2ccccc2O)cc1)c1ccccc1	2%	-2%	11	9	-0.1	-8%	10	-6%	0.6
O=C(Nc1ccc(-c2csc(Nc3ccc(Cl)cc3)n2)cc1)c1cc([N+](=O)[O-])cc(C(F)(F)F)c1	-6%	12%	1	24	0.1	?	2	3%	-0.1
C=CCOC(=O)C1=C[C@@H](c2ccc(C(F)(F)F)cc2)C[C@@H](OCCCCO)O1	-4%	-24%	nt	nt	nt	-28%	-1	-7%	nt
CC1CC(C)C(=O)C(C(CC2CC(=O)NC(=O)C2)OC(=O)CC(=O)c2ccccc2)C1 (centres undefined)	4%	7%[2.29 µM]	nt	nt	nt	-23%	3	11%[57.1 µM]	nt
CC(NC(=O)COC(=O)c1cn(-c2ccccc2)nc1-c1cccs1)c1ccccc1 (centres undefined)	1%	-4%	-3	9	0.1	-17%	-14	15%	0.2
Cc1ccc(C(=O)NNC(=O)c2csc(N3CCOCC3)n2)s1	1%	-11%	4	-4	0.3	-8%	4	-9%	0.3
CCOC(=O)CSc1nc(C)c2cc(OC)ccc2n1	3%	-9%	-1	16	0.2	4%	7	78%[activator]	-0.1
COc1ccc(/C=C/C(=O)C2C(=O)C=C(C)OC2=O)cc1O (centres undefined)	19%	-41%	9	2	2.7	-5%	0	3%[57.1 µM]	2.2
CCCc1cc(=O)oc2c(C)c3c(cc12)CN(CCc1ccc(Cl)cc1)CO3	-3%	?	1	nt	0.9	-7%	-4	259%[activator]	-0.4
CCN(Cc1ccccc1)C(=O)CC(=O)N(CC)Cc1ccccc1	-2%	-1%	-8	23	-0.4	6%	4	-3%	0.0
Cc1ccc(C)c(C2=NNC(=NCc3ccccc3)SC2)c1	-1%	0%[57.1 µM]	-3	4	0.9	-14%	-3	5%[57.1 µM]	-0.4
O=c1oc2ccccc2c(NC2CCCCC2)c1NS(=O)(=O)c1ccc(Br)cc1	-12%	5%	-1	-2	0.0	-8%	-11	-3%	-0.8
OC(C#CCN1CCOCC1)(c1ccccc1)C1CCCCC1 (centres undefined)	-1%	11%[57.1 µM]	-2	-17	0.0	-6%	-3	6%[57.1 µM]	0.5
Cc1ccc(N(CCC#N)C(=O)COC(=O)C2=COCCO2)cc1	0%	1%	0	13	0.3	-11%	4	2%	0.8
CN(c1ccc(OCC(=O)OCC(=O)Nc2ccc(Br)cc2)cc1)S(=O)(=O)c1cccs1	1%	-5%	-4	-2	0.9	-18%	6	-5%	1.4
Cc1ccc(-c2c(C#N)c(N)nc3c2CCCCC3)o1	3%	?	9	7	-0.4	-12%	5	13%	-0.3
CCOC(=O)CNC(=O)c1cc2c(=O)[nH]c3ccc(C)cc3c2s1	1%	32%	14	-6	0.4	-21%	-1	27%	0.2
CCN(CC(=O)Nc1cccc(C(C)=O)c1)S(=O)(=O)c1ccccc1	-2%	-9%	-3	-2	-0.2	-14%	0	-7%	0.7
COc1ccccc1-n1nnnc1SCC(=O)Nc1ccccc1	-3%	17%	56*	-9	0.4	-13%	-6	-3%	0.0
COCc1cc(N2CCOCC2)nc(SCc2ccc(Cl)cc2)n1	6%	7%	7	3	3.8	-18%	0	0%	2.2
CC(C)(C)c1ccc(-c2n[nH]c(=S)n2/N=C/c2ccncc2)cc1	-22%	-20%	3	-13	-0.5	-23%	-10	-7%	-0.2
Cc1cc(-c2ccccc2)n2nc(-c3ccc(Cl)cc3)cc2n1	11%	33%[57.1 µM]	6	nt	0.6	-7%	-1	6%[57.1 µM]	-0.4
COc1ccc(CCC(=O)N2CCN(c3ccccc3)CC2)cc1OC	8%	26%	3	-2	-0.1	-15%	6	6%	0.5

A run of entries of the results above, for reference:
SMILES	mIDH1 inhibitor	TrxR1 inh	TRHR enhancer	D2 antagonist	TRHR ag	USP1-UAF1 inh	PI4K2A inh	TrxR1 substrate	D2 ag
CCN(CC(=O)Nc1cccc(C(C)=O)c1)S(=O)(=O)c1ccccc1	-2%	-9%	-3	-2	-0.2	-14%	0	-7%	0.7
COc1ccccc1-n1nnnc1SCC(=O)Nc1ccccc1	-3%	17%	56*	-9	0.4	-13%	-6	-3%	0.0
COCc1cc(N2CCOCC2)nc(SCc2ccc(Cl)cc2)n1	6%	7%	7	3	3.8	-18%	0	0%	2.2
CC(C)(C)c1ccc(-c2n[nH]c(=S)n2/N=C/c2ccncc2)cc1	-22%	-20%	3	-13	-0.5	-23%	-10	-7%	-0.2
Cc1cc(-c2ccccc2)n2nc(-c3ccc(Cl)cc3)cc2n1	11%	33%[57.1 µM]	6	nt	0.6	-7%	-1	6%[57.1 µM]	-0.4

The listing continues.
SMILES	mIDH1 inhibitor	TrxR1 inh	TRHR enhancer	D2 antagonist	TRHR ag	USP1-UAF1 inh	PI4K2A inh	TrxR1 substrate	D2 ag
COc1cc2nc(N3CCNCC3)nc(N)c2cc1OC	0%	79µM*	6	17	1.2	-25%	3	59%[activator]	1.6
CCOC(=O)c1ccc(NC(=S)Nc2ccc(Br)cc2N)cc1	-7%	-15%	nt	nt	nt	-20%	3	5%	nt
CCOC(=O)c1ccc(N2CCOCC2)c(NC(=O)c2ccc3c(c2)OCO3)c1	2%	9%[57.1 µM]	-1	-10	-0.7	-18%	-1	-5%[57.1 µM]	-1.6
CCOC(=O)C1=C(COC(=O)c2ccccc2[N+](=O)[O-])NC(=O)NC1C (centres undefined)	-1%	0%	-1	-16	-0.2	-19%	2	0%	-0.2
CC(C)CC(=O)NC(=S)Nc1cc(C(F)(F)F)ccc1N1CCOCC1	-1%	?	3	4	0.2	-3%	-1	-2%	-1.1
N/C(=N\c1nc2ccccc2o1)NC(=O)c1ccccc1Br	10%	27%	21	-15	0.3	-22%	4	16%	0.4
O=C(Nc1ccc(Oc2ncccn2)cc1)c1ccco1	-2%	-62%	13	nt	0.4	1%	-13	6%[11.4 µM]	nt
O=C(CN1C(=O)NC2(CCc3ccccc32)C1=O)c1cccs1 (centres undefined)	-1%	21%	nt	nt	nt	-24%	-6	6%	nt
CC(=O)c1ccc(NC(=O)C(C)n2c3ccccc3c3nc(=O)cc(C)n32)cc1 (centres undefined)	-1%	3%	5	2	-0.8	-15%	3	-6%	-0.7
CCn1c(C(=O)O)c(CC(=O)Nc2ccccc2F)c2ccccc21	8%	7%	5	-3	-0.3	-26%	-2	0%	-3.4
CN(C)c1cccc(C(=O)Nc2nnc(Cc3ccccc3)s2)c1	2%	8%	3	15	0.0	-29%	0	14%	-1.5
Cc1ccc(CNC(=O)CN(c2ccc(C)cc2)S(=O)(=O)c2c(C)n[nH]c2C)cc1	4%	-6%	-1	-11	-0.4	-21%	-1	-9%	-0.4
NS(=O)(=O)c1ccc(CCNC(=O)CNC(=O)C2CCCCC2)cc1	5%	12%[57.1 µM]	6	-38	0.0	-5%	5	3%	-0.6
O=C(OCC(=O)N1CCN(C(=O)c2ccco2)CC1)c1cc(-c2cccc(Br)c2)nc2ccccc12	2%	-11%	-4	2	0.3	-4%	-3	7%	-0.6
CC(C)c1ccc(CNc2nc(-c3ccco3)nn2C(=O)c2ccc([N+](=O)[O-])cc2)cc1	9%	29%	0	nt	-1.2	?	-10	10%	-1.2
O=C(CN(Cc1ccccc1)S(=O)(=O)c1ccc(Br)cc1)NCc1ccco1	14%	-26%	2	-8	-0.5	-11%	-1	1%	0.5
CCCCCCC1(C)NC(=O)N(C(C)C(=O)Nc2ccc(N3CCOCC3)cc2)C1=O (centres undefined)	12%	12%	-10	10	0.9	-8%	-2	-1%	-0.2
